FEN1 inhibitor: blocks human flap endonuclease 1; P39748; Recombinant FEN1 flap cleavage, fluorescence, 15 min; Potency, µM (highest dose often 114 µM), for the others: at the highest dose activity change, negative = inhibition, hits mostly inhibitors; actives 0.35% (n = 390,000); AID 588795; further: nearly all actives have a fitted effect of over 65% in size
Target sequence (P39748 whole entry, looked up): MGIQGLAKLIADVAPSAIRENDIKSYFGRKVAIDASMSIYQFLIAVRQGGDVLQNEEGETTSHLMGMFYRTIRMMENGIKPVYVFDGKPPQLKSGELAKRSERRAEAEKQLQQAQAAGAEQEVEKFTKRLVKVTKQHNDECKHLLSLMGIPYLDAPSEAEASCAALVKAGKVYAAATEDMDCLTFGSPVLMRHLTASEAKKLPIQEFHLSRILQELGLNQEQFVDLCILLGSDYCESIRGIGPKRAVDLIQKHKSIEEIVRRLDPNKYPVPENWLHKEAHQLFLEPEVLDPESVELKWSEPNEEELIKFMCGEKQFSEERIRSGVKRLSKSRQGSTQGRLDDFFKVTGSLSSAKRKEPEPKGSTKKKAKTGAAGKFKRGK
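Quantitative HTS format: each compound was titrated, incubated with 10 nM nuclease for 15 min at room temperature, then challenged with flap substrate at 50 nM final. Signal change over 15 min gave concentration–effect curves.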
N370S GC: inhibitors or activators of N370S glucocerebrosidase for Gaucher disease | P04062 | N370S GC spleen homogenate, 4MU-glucoside fluorescence | Potency, µM (highest dose often 59.4 µM), for the others: top-dose activity change, negative = inhibition, actives largely listed as inhibitors | actives 0.092% (n = 330,000) | AID 2101;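 further: 0% = full enzyme activity and -100% = no enzyme basal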
TDP1 inh: inhibitors of human tyrosyl-DNA phosphodiesterase TDP1. AID 485290. Q9NUW8. recombinant TDP1, AlphaScreen DNA substrate cleavage. Potency, µM (doses to about 130 µM), for the others: top-dose activity change, negative = inhibition, most hits filed as inhibitors. actives 0.28% (n = 350,000); further: nearly all actives have a fitted effect of over 40% in size
Target sequence (Q9NUW8 whole entry, looked up): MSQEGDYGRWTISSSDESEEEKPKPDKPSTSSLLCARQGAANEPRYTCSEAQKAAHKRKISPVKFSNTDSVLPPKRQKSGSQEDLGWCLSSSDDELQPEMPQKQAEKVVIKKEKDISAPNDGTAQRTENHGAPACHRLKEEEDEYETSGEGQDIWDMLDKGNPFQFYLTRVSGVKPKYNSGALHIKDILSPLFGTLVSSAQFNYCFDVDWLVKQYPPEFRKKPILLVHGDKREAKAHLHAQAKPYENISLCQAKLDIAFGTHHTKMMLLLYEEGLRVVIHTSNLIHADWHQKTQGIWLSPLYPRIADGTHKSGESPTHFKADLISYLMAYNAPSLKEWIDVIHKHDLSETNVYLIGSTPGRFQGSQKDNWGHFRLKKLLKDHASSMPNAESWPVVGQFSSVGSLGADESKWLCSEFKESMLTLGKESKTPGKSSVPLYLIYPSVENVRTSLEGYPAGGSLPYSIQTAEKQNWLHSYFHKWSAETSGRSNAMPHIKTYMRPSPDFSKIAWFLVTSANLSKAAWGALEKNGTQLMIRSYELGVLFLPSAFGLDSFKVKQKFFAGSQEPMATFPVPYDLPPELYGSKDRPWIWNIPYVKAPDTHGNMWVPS
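Recombinant E. coli-expressed Tdp1 (1 nM) preincubated with compound 15 min at RT, then 5'-biotin/3'-phosphotyrosine-FITC DNA substrate (15 nM) added for 5 min. AlphaScreen beads (10 ug/ml) added, 10 min RT; tyrosine-FITC cleavage read as signal loss.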
Starred values were filed as active, the others as inactive; ? = inconclusive; / = no result given; & = joins results of further samples; [ ] = another dose, or the depositor's remark. The call rests on the fitted dose curve; in most records, active means well fitted curve in the direction sought with a large enough effect; inconclusive means small, poorly fitted or top-dose-only effect, or another doubt; inactive means no such curve, though single readings can be large; an effect the other way counts as inactive or inconclusive. Unless noted, on the % scale 0 is the no-effect control and ±100 the full control effect; potency means the concentration at half of the fitted maximal effect.

Under each structure – TDP1 inh | N370S GC | FEN1 inhibitor
Cc1ccc(NC(=O)c2cccs2)cc1NC(=O)c1cccc(F)c1
→ / | -4% | -2%
Cc1ccccc1OCCC(=O)N(CC(=O)Nc1ccccc1C(F)(F)F)Cc1ccco1
→ / | -14% | -17%
O=[N+]([O-])c1ccc(-n2nncc2-c2ccccc2)cc1
→ / | 0% | 6%
CCCCOc1ccc(C(=O)NCC(=O)NCCOc2ccccc2)cc1
→ / | 2% | 5%
Cc1c(C(=O)Nc2nc3ccccc3[nH]2)oc2ccccc12
→ 3% | 9% | -4%
CCCCNC(=O)CCC(=O)N1CCN(C(c2ccccc2)c2ccccc2)CC1
→ 2% | 4% | 26%
COc1ccc(-n2c(-c3ccc(Br)cc3)c[n+]3c2CCc2ccccc2-3)cc1
→ 8% | -7% | -13%
COc1ccc(N2CCN(S(=O)(=O)c3c(C)nc4sc(C)cn4c3=O)CC2)cc1
→ -10% | / | -5%
CC(C)(C)c1ccc(OCCOc2ccc(C(C)(C)C)cc2NC=O)c(NC=O)c1
→ 0% | ? | -6%
Cc1ccc(CNC(=O)C2CCCN(S(=O)(=O)c3cn(C)cn3)C2)cc1 (stereo unspecified)
→ 4% | / | 1%
Cc1cc(C)c2c3c(oc2n1)C(=O)N(c1cccc(Cl)c1)CC(=O)N3
→ / | 4% | 5%
Cc1nc(SCC(=O)c2ccccc2)c([N+](=O)[O-])[nH]1
→ 0% | 0% | 11%
CCOc1ccc(NC(=O)c2cccc(N3CCCS3(=O)=O)c2)cc1
→ -3% | / | -2%
COCCCNc1oc(/C=C/c2cc(OC)c(OC)c(OC)c2)nc1C#N
→ -2% | / | 5%
COc1cccc(C(=O)c2c[nH]c(C(=O)NCc3cccs3)c2)c1
→ 4% | 2% | -1%
CCc1ccccc1NC(=O)CNC(=O)c1cccc(S(=O)(=O)N2CCN(Cc3ccccc3)CC2)c1
→ -1% | -16% | -16%
Cc1ccccc1OC(=O)CSc1nnc(-c2ccc3c(c2)OCO3)o1
→ 9% | / | 1%
CN1/C(=C\C(=O)CSc2nncn2C)C(C)(C)c2ccccc21
→ 3% | 5% | -7%
C[C@@]12C(=O)N(c3cccc(Cl)c3)C(=O)N1[C@H](c1ccc(Cl)cc1)[C@@H]1C(=O)N(C3CCCCC3)C(=O)[C@@H]12
→ / | -26% | -4%
COc1cccc(N2CCN(C(=O)c3cc4c(=O)n(Cc5cccnc5)ccc4nc3C)CC2)c1
→ 2% | / | -3%
COc1cccc(NC(=O)CN2C(=O)NC(C)(CC(C)C)C2=O)c1 (stereo unspecified)
→ -1% | -14% | -1%
CCOc1ccc(S(=O)(=O)N2CCC(C(=O)OC(C)C(=O)N3CCOCC3)CC2)cc1 (stereo unspecified)
→ 5%[0.505 µM] | -10% | 4%
Cc1ccc(NS(=O)(=O)c2ccc(Br)s2)cc1S(=O)(=O)N1CCOCC1
→ 6% | 9% | -6%
O=C(Nc1cccc(C(F)(F)F)c1)c1cccnc1NCCc1ccccc1
→ 4% | -10% | -17%
COCCCn1c(=O)c2ccccc2c2ccccc2c1=O
→ -1% | -18% | 1%
CCCCNC(=O)C1=CC(c2ccc3c(c2)OCO3)=NS(=O)(=O)N1C
→ 0% | / | -10%
Cc1ccc(/C=N/N=C2/NC(=O)C(CC(=O)N3CCOCC3)S2)cc1 (stereo unspecified)
→ 3% | 10% | -3%
O=[N+]([O-])c1cccc2ccc(/C=C/c3ccc(C(F)(F)F)cc3)nc12
→ 2% | 8% | ?
Cc1cc(C(=O)N/N=C/c2ccc(OC(=O)c3ccccc3Br)cc2)n[nH]1
→ -1% | 0% | 4%
Cc1cc(NC(=O)/C=C/c2ccccc2Cl)no1
→ 0% | -1% | -8%
COc1ccc(/C=C(\NC(=O)c2ccccc2)C(=O)NCc2ccco2)cc1
→ / | -9% | 8%
Cc1cccc(-n2cc(-c3ccccc3)c3c(NC(C)C)ncnc32)c1
→ 3% | / | -16%
CC1CCCCN1CC(=O)Nc1sccc1C#N (stereo unspecified)
→ 7% | -2% | 0%
CCC1=C2CC[C@H]3C(=O)NC(=O)[C@H]3[C@H]2[C@@]2(Cc3ccccc3)C(=NCC3CC3)OC(=O)N2C1=O
→ 7% | -27% | /
COc1cccc(-c2nc3ccccc3s2)c1O
→ -5% | 12% | 2%
Cc1c(CN(C)C(=O)c2cc(-c3ccccc3)nc3ccc(Br)cc23)cnn1C
→ -1% | / | 7%
CC(=O)Nc1ccc(S(=O)(=O)N2CCCC2C(=O)O)cc1 (stereo unspecified)
→ 0% | 8% | -4%
CCOC(=O)Oc1c(OC)cc(C(=O)O[C@H]2C[C@H]3CN4CCc5c([nH]c6cc(OC)ccc56)[C@@H]4C[C@H]3[C@@H](C(=O)OC)[C@@H]2OC)cc1OC
→ 18%[21 µM] | 0%[21.6 µM] | /
NC(=O)c1c(NC(=O)c2ccccc2)sc2c1CCCC2
→ 1% | -8% | -18%
Cc1ncc([N+](=O)[O-])n1S(=O)(=O)c1cc(Cl)ccc1Cl
→ 5% | -4% | -3%
Cc1ccc(OCCSc2nc3ccccc3n2CCC(=O)O)cc1
→ 2% | -13% | 5%&4%
O=C(NCc1ccco1)c1ccc(CS(=O)Cc2ccc(Cl)cc2)o1 (stereo unspecified)
→ 3% | -25% | -2%
Cc1ccc(CN2CCN(Cc3cnn(-c4ccc(Cl)cc4)c3)CC2CCO)o1 (stereo unspecified)
→ -3% | -4% | -4%
CCOC(=O)c1ccc(NC(=O)CC2C(=O)N(c3ccc(F)cc3)C(=O)N2Cc2ccc(C)cc2)cc1 (stereo unspecified)
→ 1% | / | -4%
O=c1c([N+](=O)[O-])cccn1Cc1cccc(Br)c1
→ / | -15% | 20%
CC1=C(C(=O)OC(C)C)C(c2ccncc2)n2ncnc2N1 (stereo unspecified)
→ 5% | -4% | -2%
Cc1cc(NC(=O)c2cnn3c(C(F)(F)F)cc(-c4ccccc4)nc23)no1
→ 2% | 23% | -23%
COc1ccc(Cl)cc1-n1nnc(-c2nc(-c3ccc4c(c3)OCO4)no2)c1C
→ 0% | / | 2%
Cc1nn(Cc2ccccc2Cl)c(C)c1C(=O)Nc1nnc(C2CC2)s1
→ 4% | 3% | 0%
S=c1[nH]nc(C2CCCCC2)n1/N=C/c1ccco1
→ 1% | 21% | -6%
CC1(C)N=C(c2cccc(F)c2)C(=O)N1
→ 3% | -4% | -1%
O=C(Cn1[nH]c(=O)c2ccccc2c1=O)OCC(=O)N(Cc1ccccc1)Cc1ccccc1
→ 4% | 1%[12.8 µM] | -17%
O=C(COC(=O)c1cc(S(=O)(=O)N2CCOCC2)ccc1O)Nc1ccc2c(c1)OCO2
→ 3% | / | -13%
O=C(O)Cc1cc2ccccc2nc1C(=O)O
→ 8%[56.1 µM] | -6% | /
O=C(CCNC(=O)c1ccc(Br)cc1)NNC(=O)c1ccccc1O
→ -2% | -3% | 6%
CCN(CC(=O)Nc1cc(Cl)ccc1C)C(=O)COc1cccc2c1OC(C)(C)C2
→ 1% | -9% | 3%
COc1cc2c(C(=O)NC3CCCCCC3)cn(C)c(=O)c2cc1OC
→ -6% | -22% | 10%
CC(c1ccccc1)C1CC(=O)N(c2ccc([N+](=O)[O-])cc2)C1=O (stereo unspecified)
→ 3% | -2% | 3%
Cc1ccn2c(C(=O)CSc3ccc(Cl)cc3)c(C)nc2c1
→ 0% | ? | -5%
CCOc1ccc(S(=O)(=O)NCCC(=O)NCC(c2cccs2)N(C)C)cc1 (stereo unspecified)
→ 1% | -3% | 11%

Later entries:
Under each structure – TDP1 inh | N370S GC | FEN1 inhibitor
CCCCN1CNC(=S)N(c2ccc(C(=O)OCC)cc2)C1
→ -1% | -1% | 0%
NC(=O)CC(NC(=O)c1ccc(Br)cc1)c1ccc(N2CCN(c3ccc(F)cc3)CC2)c([N+](=O)[O-])c1 (stereo unspecified)
→ 8% | -8% | -4%
Cc1c(C(=O)NC2CCCCC2)sc2nc3ccc(N)cc3n12
→ 12% | 8% | /
CCN(CC)C(=O)c1cc2c(=O)c3cc(Cl)ccc3oc2nc1C
→ 0% | 0% | -1%
CCCN1C(=O)c2[nH]nc(-c3ccccc3O)c2C1c1ccc(OCc2ccccc2)c(OC)c1 (stereo unspecified)
→ 11% | / | 11%
CSCC[C@H](NS(=O)(=O)c1ccc(C)cc1)C(=O)N1CCC(C(=O)N[C@@H](Cc2ccccc2)C(=O)O)CC1
→ / | -2% | -10%
COc1cccc(OCCNC(=O)c2cccc(OC)c2)c1
→ -2% | -9% | -4%
CC(=O)Nc1cccc(C(=O)OCC(=O)c2ccc3c(c2)OCO3)c1
→ -7% | -6% | 1%
O=c1c2cc(N3CCOCC3)ccc2[nH]c(=S)n1CCCN1CCCCC1
→ -2% | -2% | 12%
COc1ccc(-n2c(C)cc(/C=C3\C(=N)N4N=C(CC(=O)N5CCOCC5)SC4=NC3=O)c2C)cc1
→ -3% | ? | 4%
Fc1ccc(-n2ncc3c(Nc4cccc(Cl)c4)ncnc32)cc1
→ 3% | / | 5%
C/C(=C\c1ccccc1)CN1CCN(C(C)C)C(CCO)C1 (stereo unspecified)
→ / | 0% | -14%
CCOc1ccc(NC(=O)Cn2c(=O)n(Cc3ccco3)c(=O)c3oc4ccccc4c32)cc1
→ 5% | / | -2%
CCOC(=O)CNC(=O)CNC(=O)c1ccc(OC)cc1
→ 6% | -6% | -1%
COc1cc2sc(-c3ccccc3OC)c(-c3ccc(O)cc3)c2cc1OC
→ 4% | / | 0%
Cc1ccc(OC(=O)COc2ccccc2C)c(-n2nc3ccccc3n2)c1
→ / | -1% | 1%
Cc1cc(C)c(C)c(S(=O)(=O)N[C@@H](C)C(=O)OCc2cc(=O)n3cc(Br)ccc3n2)c1C
→ -1% | 4% | 6%
CCSc1nnc(NC(=O)CSc2nnc(-c3c[nH]c4ccccc34)n2CC)s1
→ -8% | 0% | -6%
C[C@H](CO)N1C[C@H](C)[C@@H](CN(C)S(C)(=O)=O)Oc2c(NC(=O)C3CCCCC3)cccc2C1=O
→ 1% | / | -3%
O=C(c1cccnc1)N1CCc2ccccc21
→ 1% | -15% | -11%
Cc1c(-c2ccccc2)oc2c(C(=O)OCC(=O)Nc3cccc(F)c3)cccc2c1=O
→ -3% | 9% | 0%
CC1c2[nH]c3ccccc3c2CCN1C(=O)Nc1ccccc1 (stereo unspecified)
→ 1% | 0% | -14%
COc1cc(C(=O)N(C)CC2CCN(CCc3cccc(C(F)(F)F)c3)CC2)ccc1C
→ 0% | -17% | -9%
COC(C[C@H]1O[C@H]1[C@H](O)COCc1ccccc1)OC
→ -1% | -6% | -4%
O=C1CN(C(=O)CSc2nnnn2-c2ccc(Cl)cc2)c2ccccc2N1
→ -3% | 4%[2.35 µM] | -18%
CC(=O)c1c(C)[nH]c(C(=O)NNC(=O)c2ccc(Br)cc2)c1C
→ 3% | / | -17%
O=C(CSc1nc2[nH]ncc2c(=O)[nH]1)NCc1ccc(F)cc1
→ 4% | 3% | 10%
CCCNC(=S)N1CCN(c2nc(-c3cccc(OC)c3)cs2)CC1
→ / | -7% | -14%
Cc1ccc(OCC(=O)N/N=C/c2cccnc2)cc1C
→ 4% | 4% | -6%
CC(C)(C)c1ccc(C(=O)Nn2c(CCC(=O)O)ccc2-c2cccs2)cc1
→ 10% | 10% | -9%

Fetched one by one from the entries so far:
Under each structure – TDP1 inh | N370S GC | FEN1 inhibitor
O=C1CN(C(=O)CSc2nnnn2-c2ccc(Cl)cc2)c2ccccc2N1
→ -3% | 4%[2.35 µM] | -18%
NC(=O)CC(NC(=O)c1ccc(Br)cc1)c1ccc(N2CCN(c3ccc(F)cc3)CC2)c([N+](=O)[O-])c1 (stereo unspecified)
→ 8% | -8% | -4%
CCSc1nnc(NC(=O)CSc2nnc(-c3c[nH]c4ccccc34)n2CC)s1
→ -8% | 0% | -6%
CCN(CC)C(=O)c1cc2c(=O)c3cc(Cl)ccc3oc2nc1C
→ 0% | 0% | -1%
Cc1ccc(OC(=O)COc2ccccc2C)c(-n2nc3ccccc3n2)c1
→ / | -1% | 1%
CSCC[C@H](NS(=O)(=O)c1ccc(C)cc1)C(=O)N1CCC(C(=O)N[C@@H](Cc2ccccc2)C(=O)O)CC1
→ / | -2% | -10%

The results go on.
Under each structure – TDP1 inh | N370S GC | FEN1 inhibitor
COc1ccc(/C=C2\SC(=S)N(CC(=O)NC3C=CS(=O)(=O)C3)C2=O)cc1 (stereo unspecified)
→ 0% | -10% | -5%
COC(=O)N1CCCc2cc(C)ccc21
→ -1% | 3% | -12%
Cc1c[n+](CC(=O)c2ccccc2)c(C)cn1
→ 6% | -1% | -6%
Cn1c(SCc2ccc(Br)cc2)nnc1-c1ccncc1
→ 3% | -3% | -12%
N#Cc1cccc(-n2c(-c3ccccc3)nnc2-c2ccccc2)c1C#N
→ 4% | 2% | -6%
CCC1=NN(C(=O)COc2ccccc2C)C(O)(c2ccncc2)C1 (stereo unspecified)
→ -1% | 6% | -1%

Screens: PubChem BioAssay, National Center for Advancing Translational Sciences (NCATS)
